ELG1 genotox: qHTS screen for small molecules that induce genotoxicity in human embryonic kidney (HEK293T) cells expressing luciferase-tagged ELG1. Potency, µM (highest dose often 46 µM), inactives show at the highest dose activity change, positive = activation, usual class: activators. 1.3% of 330,000 active. HEK293T ELG1-luciferase reporter, luminescence, 16 h; also: potency is read from the fitted curve at half-maximal effect; % of control where 0% means no effect; nearly all actives have a fitted effect of over 60% in size
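After overnight (16 hr) compound treatment at 37 °C, ELG1-luciferase HEK293T cells were lysed with ONE-Glo; luminescence quantified 30 min later at room temperature.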
NPC1 promoter act: qHTS Assay for NPC1 Promoter Activators | Huh7 NPC1 promoter luciferase reporter, 24 h | Potency, µM (titrated, usually from 9.22 µM), inactives show top-dose activation, actives largely listed as activators | 2.4% of 320,000 active | AID 485313, 2010;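 also: potency is read from the fitted curve at half-maximal effect; % of control where 0% means no effect; nearly all actives have a fitted effect of over 60% in size; reporter is driven by a mutant NPC1 promoter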
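Stable NPC1-promoter luciferase Huh7 line; cpd (DMSO) 24 h, 37 °C, 5% CO2; Amplite luciferase reagent 10 min RT; luminescence readout. qHTS format.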
uPA generation: qHTS for Inhibitors of Cell Surface uPA Generation. cell surface uPA generation assay, qHTS. Potency, µM (top dose mostly 38.3 µM), for inactives: at the top dose activity change, negative = inhibition, most hits filed as inhibitors. 0.31% of 330,000 active. AID 540303, 2011; active = well fitted inhibition curve with a large enough effect; inconclusive = small, poorly fitted or top-dose-only effect; inactive = no such curve, though single readings can be large or run the other way; tested in mouse RAW 264.7 cells; also: potency is read from the fitted curve at half-maximal effect; % is scaled to controls: 0 for no effect and ±100 for the full control effect; nearly all actives have a fitted effect of over 55% in size
Rab9 promoter act: qHTS Assay for Rab9 Promoter Activators; AID 485297, 2010; Potency, µM (top dose mostly 9.22 µM), for the others: at the highest dose activation, negative = inhibition, actives largely listed as activators; 2.8% of 320,000 active; Huh7 Rab9 promoter-luciferase reporter, luminescence, 24 h; also: potency is read from the fitted curve at half-maximal effect; % of control where 0% means no effect; nearly all actives have a fitted effect of over 60% in size
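Huh7 cells stably carrying a Rab9 promoter-luciferase reporter, 1500 cells per well in OP-MEM I with 10% FBS, treated with compound 24 hours at 37C. Luciferase activity read by luminescence after 10 minutes with Amplite reagent.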
RORg inh: qHTS for inhibitors of ROR gamma transcriptional activity. 5.4% of 310,000 active. Drosophila S2 Gal4-RORgamma UAS-luciferase reporter, 20 h. Potency, µM (doses to about 53.6 µM), inactives show at the highest dose activity change, negative = inhibition, usual class: inhibitors; also: potency is read from the fitted curve at half-maximal effect; % is scaled to controls: 0 for no effect and ±100 for the full control effect; nearly all actives have a fitted effect of over 60% in size
Target sequence (P51450 whole entry, looked up, the tested form may be a part): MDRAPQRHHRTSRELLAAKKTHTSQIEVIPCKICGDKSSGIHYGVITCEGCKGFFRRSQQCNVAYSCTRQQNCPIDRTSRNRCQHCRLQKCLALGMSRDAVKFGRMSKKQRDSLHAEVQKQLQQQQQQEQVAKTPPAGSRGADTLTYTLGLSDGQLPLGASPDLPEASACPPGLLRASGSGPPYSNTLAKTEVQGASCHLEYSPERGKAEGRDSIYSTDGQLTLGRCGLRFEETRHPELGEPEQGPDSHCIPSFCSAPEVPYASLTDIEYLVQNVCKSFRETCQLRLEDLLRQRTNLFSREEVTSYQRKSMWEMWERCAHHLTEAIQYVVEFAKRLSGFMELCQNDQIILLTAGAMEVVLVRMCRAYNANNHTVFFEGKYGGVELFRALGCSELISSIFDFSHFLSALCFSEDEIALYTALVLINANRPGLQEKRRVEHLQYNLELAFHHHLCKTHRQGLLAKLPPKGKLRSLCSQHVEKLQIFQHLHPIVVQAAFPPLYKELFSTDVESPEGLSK
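Stably transfected Drosophila Schneider cells are the test system, with ROR gamma fused to Gal4 and luciferase under UAS control; luminescence is read after 20 hr of 700 uM copper sulfate induction at ambient temperature.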
KCNH2 3.1 inh: qHTS for Inhibitors of KCHN2 3.1: Mutant qHTS; Potassium voltage-gated channel subfamily H member 2, brain isoform KCNH2 3.1 (human); U2OS KCNH2 3.1, thallium flux FluxOr; hits give low values; activity change, % (tested at about 1.8 µM); 0.95% of 340,000 active; AID 720553, 2013;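 active = maximum activity change below -70%; inconclusive = maximum activity change from -70% to -50%; inactive = maximum activity change above -50%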;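 also: thallium influx rate constant from kinetic fluorescence after stimulation buffer; % is scaled to controls: 0 for no effect and ±100 for the full control effect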
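Steps: virus added to U2OS suspension (4 h, RT, dark); medium with 10% FBS added, cells plated, 37 C overnight; FluxOr/Red40 loading buffer 45 min RT; stimulation buffer, 2 min kinetic read; rate constant normalized.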
Gal4-VP16 FLuc: VP16 counterscreen qHTS for inhibitors of ROR gamma transcriptional activity; Drosophila S2 Gal4-VP16 UAS-luciferase, luminescence, 20 h; AID 2546, 2010; Potency, µM (highest dose often 53.6 µM), for the others: at the top dose activity, negative = inhibition, hits mostly inhibitors; 3.5% of 310,000 active;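 also: Gal4-VP16 expression switched on by copper sulfate through the metallothionein promoter; potency is read from the fitted curve at half-maximal effect; % is scaled to controls: 0 for no effect and ±100 for the full control effect; nearly all actives have a fitted effect of over 50% in size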
Giardia kill: Small Molecules that selectively kill Giardia lamblia: qHTS | Giardia lamblia trophozoite viability | 0.15% of 340,000 active | activity change, % at 7.66 µM, hits read low; in the data active = activity change below about -80%; inconclusive = between about -30% and that limit;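 also: parasites exposed to compound for two days anaerobically before the ATP read; % is scaled to controls: 0 for no effect and ±100 for the full control effect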
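Media and compound were dispensed first, then trophozoites at 100 cells/well; plates sat 48 hrs at 37 deg C without oxygen before ATP luminescence reagent was added and read after 15-30 min at room temperature.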
Coupling enz: qHTS Assay for Inhibitors of Fructose-1,6-bisphosphate Aldolase from Giardia Lamblia: Coupling assay counterscreen. coupling enzyme system counterscreen, AmpLite Red fluorescence. activity change, negative = inhibition, % at 58.2 µM, hits read low. 0.67% of 290,000 active; in the data active = activity change below about -30%; also: % is scaled to controls: 0 for no effect and ±100 for the full control effect
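Counterscreen lacking aldolase: glyceraldehyde-3-phosphate coupling-enzyme reagent preincubated 10 min at RT with compound (at 57.5 uM final), then substrate/coupling system with AmpLite Red added; fluorescence read at 525/598 nm after 20 min RT.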
Tb PFK inh: qHTS Assay to Find Inhibitors of T. brucei phosphofructokinase; T. brucei PFK, ADP-Glo luminescence; ATP-dependent 6-phosphofructokinase (Trypanosoma brucei brucei), O15648; Potency, µM (doses to about 57.5 µM), without a hit: at the top dose activity, negative = inhibition, hits mostly inhibitors; AID 485367, 2010; 0.17% of 330,000 active;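 also: potency is read from the fitted curve at half-maximal effect; 0% = uninhibited 1x PFK enzyme wells and -100% = no-enzyme wells; nearly all actives have a fitted effect of over 60% in size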
Target sequence (O15648 whole entry, looked up): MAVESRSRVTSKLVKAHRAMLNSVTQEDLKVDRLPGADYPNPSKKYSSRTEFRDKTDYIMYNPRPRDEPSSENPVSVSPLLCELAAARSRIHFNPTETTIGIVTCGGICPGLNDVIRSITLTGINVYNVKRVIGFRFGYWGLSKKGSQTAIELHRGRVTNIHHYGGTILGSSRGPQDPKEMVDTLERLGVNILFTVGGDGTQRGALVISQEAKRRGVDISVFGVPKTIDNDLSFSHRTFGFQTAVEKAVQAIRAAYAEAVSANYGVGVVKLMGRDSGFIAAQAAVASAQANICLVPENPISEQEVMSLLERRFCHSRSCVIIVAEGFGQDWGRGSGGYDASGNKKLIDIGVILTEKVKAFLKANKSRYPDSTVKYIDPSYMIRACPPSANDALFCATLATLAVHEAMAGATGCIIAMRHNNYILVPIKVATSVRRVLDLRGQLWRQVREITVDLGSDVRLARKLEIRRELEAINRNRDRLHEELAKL
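1.25 nM PFK with 0.5 mM F6P and 0.1 mM ATP in 0.1 M TEA pH 8.0, 5 mM MgCl2, incubated 45 min at room temperature; ADP measured by ADP-Glo luminescence; compounds titrated up to 57 uM.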
FLuc modulator: qHTS profiling assay for firefly luciferase inhibitor/activator using purifed enzyme and Km concentrations of substrates (counterscreen for miR-21 project) | Luciferin 4-monooxygenase (Photinus pyralis), P08659 | purified FLuc, Km substrates, luminescence inhibition | Potency, µM (doses to about 57.5 µM), inactives show at the highest dose activity change, negative = inhibition, actives largely listed as inhibitors | 6.9% of 360,000 active | AID 588342, 2011;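 also: potency is read from the fitted curve at half-maximal effect; plate controls were vehicle for no effect and reference inhibitor for full effect; nearly all actives have a fitted effect of over 55% in size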
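Biochemical qHTS of compounds, final roughly 60 µM downward over six points, against 10 nM purified firefly luciferase using Km concentrations of substrates (10 uM D-luciferin, 10 uM ATP) in Tris acetate pH 7.5 buffer; luminescence output.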
Numbers without * were called inactive; ? = inconclusive; . = not tested or not shown; [ ] = another dose, or the depositor's remark. Unless noted, calls follow the shape of the dose curve; as a rule, active = well fitted curve in the direction sought with a large enough effect; inconclusive = small, poorly fitted or top-dose-only effect, or another doubt; inactive = no such curve, though single readings can be large; an effect the other way counts as inactive or inconclusive.

#	Molecule	NPC1 promoter act	ELG1 genotox	Coupling enz	FLuc modulator	Tb PFK inh	Gal4-VP16 FLuc	KCNH2 3.1 inh	RORg inh	uPA generation	Rab9 promoter act	Giardia kill
1	S=C(Nc1ccccc1)N1CCn2c1nc1ccccc12	0.1%	1.3%	0.1	3.7%	-2.4%	5.01µM*	-6.6	0.562µM*	-3.1%	7.7%	0.9
2	CCc1nnc(NC(=O)c2ccc(S(=O)(=O)N(C)Cc3ccccc3)cc2)o1	-14.4%	-3.4%	-1.5	1.8%	-13.7%	?	-6.8	0.126µM*	?	-19.2%	?
3	C/C(=N\NC(=O)COc1ccc(C(C)(C)C)cc1)c1ccc(N2CCOCC2)cc1	-5.9%	-0.1%	0.7	?	-1.4%	?	-17.2	?	6.8%	-3.6%	-2.1
4	COC(CNC(=O)c1cn(C)c2ccc(S(=O)(=O)N3CCOCC3)cc2c1=O)OC	-1.3%	0.9%	.	-0.3%	-0.5%	-0.9%	13.9	-0.3%	2.3%	-2.0%	14.3
5	Cc1cc(NS(=O)(=O)c2ccc(NC(=O)c3ccccc3F)cc2)no1	.	4.2%	.	.	10.0%	.	4.6	.	-15.2%	.	15.1
6	OC1CCN(c2ncnc3nc[nH]c23)CC1	-1.1%	0.3%	2.2	1.0%	7.3%	4.9%	-5.8	-1.5%	-12.6%	0.3%	10.5
7	COc1ccc(/C=N/OC(=O)Nc2ccccc2OC)cc1	0.8%	?	-0.2	8.49µM*	2.2%	-10.4%	-37.9	-17.1%	-10.6%	?	-0.8
8	Cn1cccc1/C=N/n1c(-c2ccco2)n[nH]c1=S	-3.6%	-7.4%	1.0	-14.6%	-6.0%	-4.5%	-11.8	11.2µM*	2.1%	-3.1%	3.4
9	CC(C)(C)c1ccc(CNc2cc(N3CCOCC3)ccc2[N+](=O)[O-])cc1	2.2%	0.4%	-4.1	?	2.3%	-13.6%	0.0	30.3%	-1.6%	10.4%	-13.6
10	CCOCc1c(C(=O)OCC(=O)Nc2ccccc2C(N)=O)oc2ccccc12	-8.3%	-0.8%	.	.	0.2%	.	-3.8	.	-5.7%	0.4%	-0.9
11	O=C(CSc1ncn[nH]1)Nc1nnc(-c2ccccc2)s1	19.3%	?	6.7	21.3µM*	0.4%	-11.3%	5.4	-20.7%	-23.5%	?	23.8
12	COc1ccccc1C(=O)COC(=O)c1ccccc1OCC(=O)Nc1ccc(SC(F)F)cc1	22.0%	-1.8%	-0.1	-9.1%	-0.3%	-17.7%	?	29.5%	-3.8%	0.9%	-0.6
13	O=C(Nc1ncc([N+](=O)[O-])s1)c1cccc([N+](=O)[O-])c1	0.0891µM*	?	-41.0*	0.675µM*	-1.2%	?	13.3	-29.1%	-1.2%	0.1µM*	-92.8*
14	CC(C)(C)OC(=O)NCCCC[C@H](NC(=O)c1nc[nH]c1C(=O)NCc1ccc(CNC(=O)OC(C)(C)C)cc1)C(=O)OC(C)(C)C	-5.2%	-8.4%	-9.2	-2.5%	0.8%	2.0%	-21.3	?	-3.9%	-2.8%	-16.0
15	COc1cccc(CNC(C)C(=O)Nc2ccc3c(c2)OCCO3)c1 (stereo not given)	-1.5%	10.7%	0.4	-0.4%	0.6%	9.5%	-1.8	-3.0%	-2.9%	0.7%	1.0
16	COc1ccc(Nc2cc(C(=O)NCCCN3CCN(C)CC3)c3ccccc3n2)c(OC)c1	-3.3%	-1.6%	-1.9	?	7.5%	-3.3%	8.0	-1.2%	-5.0%	11.7%	17.4
17	CC(=O)c1c(N2CCOCC2)nc(=S)n(-c2ccc([N+](=O)[O-])cc2)c1C	-1.5%	3.0%	-0.9	1.0%	-10.7%	8.9%	-9.3	-4.6%	-0.1%	-7.8%	-17.9
18	COC(=O)CN1C(=O)N/C(=C/c2cc(OC)c(OC)cc2C)C1=O	-6.1%	-0.7%	1.1	-3.6%	-0.2%	4.7%	-4.4	23.8%	0.8%	-1.8%	17.6
19	COCCN1C2=C(C(=O)CC(C)(C)C2)C(c2ccc(OC)c(OC)c2)C2=C1CC(C)(C)CC2=O	-3.4%	-0.6%	0.6	1.1%	0.5%	-8.0%	-4.7	-18.9%[1.91 µM]	-4.5%	-2.1%	15.2
20	Cc1ccc(Nc2c(F)c(F)c(F)c(F)c2C(=O)O)cc1	-2.2%	11.9%	14.0	?	-16.6%	-7.7%	16.8	?	2.8%	-2.5%	-9.4
21	COc1cc(-c2ccc3sc(-c4ccsc4)c(C#CCO)c3c2)cc(OC)c1OC	-4.4%	-10.6%	.	-9.9%	-2.2%	.	-0.7	.	-11.5%	-6.6%	15.8
22	COC(=O)[C@H](C)NC(=O)Nc1ccc(OC)cc1OC	0.7%	0.3%	0.9	-0.2%	0.6%	-1.2%	-23.8	?	2.5%	14.1%	11.2
23	COc1ccc(CC(=O)N(C)C2CCCCC2)cc1S(=O)(=O)N1CCOCC1	0.2%	0.5%	1.0	-1.3%	0.9%	-1.4%	8.0	7.1%	2.8%	-0.2%	-21.9
24	C/C=N/NC(=O)CCNC(=O)c1ccccc1	3.4%	-2.5%	-6.9	3.5%	-2.5%	-17.5%	6.4	3.5%	2.0%	-3.7%	-17.4
25	CCOC(=O)Cn1nc(C)cc1NC(=O)c1cccnc1	-5.8%	1.4%	5.6	6.6%	1.2%	13.3%	-0.9	-5.9%	1.7%	-2.1%	13.3
26	Cc1ccc(/C=N/Nc2cccc(C(=O)O)c2)s1	0.0891µM*	?	5.4	0.953µM*	1.6%	-22.5%	-2.1	-1.1%	2.7%	0.0891µM*	-6.5
27	CCOC(=O)CSc1ccc2nnc(CCNS(=O)(=O)c3ccc(C)cc3)n2n1	-6.3%	1.0%	2.8	-0.2%	-1.2%	-8.7%	-0.5	13.7%	-13.2%	-8.1%	-17.0
28	Cc1ccc(-n2c(=S)[nH]c3c(oc4ccccc43)c2=O)cc1	16.6%	1.2%	2.1	-24.6%	0.0%	-5.2%	3.0	89.7%	-6.9%	16.4%	5.6
29	CCCC(=O)Nc1ccc(C(=O)Nc2nnc(COC)s2)cc1	-2.0%	0.1%	1.5	-7.8%	-1.4%	-2.7%	-1.6	20.3%	0.3%	-5.4%	-11.5
30	CCOC(=O)[C@H]1O[C@@H]1C(=O)N[C@@H](CC(C)C)C(=O)NCCC(C)C	-3.1%	.	2.2	-3.9%	-4.9%	-5.9%	-12.5	-13.4%	-61.1%	2.4%	-4.5
31	CC(=O)c1ccc(NC(=O)/C(=C\c2ccccc2)NC(=O)/C=C/c2ccccc2)cc1	0.6%	2.9%	3.4	1.3%	4.2%	1.0%	-3.3	-2.9%	-2.4%	5.9%	-3.8
32	O=C(N/N=C/c1ccc2cccc(OCc3ccccc3)c2n1)c1ccc(Cl)cc1	6.4%	-9.8%	12.0	6.75µM*	-3.0%[0.46 µM]	-4.3%	-26.3	?	-9.0%	4.2%	-2.6
33	NC1=NC[C@@H](CC2CCCCC2)N1CCc1cc(C(F)(F)F)cc(C(F)(F)F)c1	.	-3.7%	.	.	2.9%	.	2.0	.	-16.1%	.	-19.2
34	Cc1cnc(C(=O)OCC(=O)Nc2oc(-c3ccccc3)c(-c3ccccc3)c2C#N)cn1	-10.8%	?	9.6	2.9%	3.5%	0.5%	11.7	12.7%	-1.7%	-6.1%	2.2
35	COc1ccc(/C(O)=C2\C(=O)C(=O)N(CCCN(C)C)C2c2ccccc2F)cc1Cl (stereo not given)	-0.3%	-0.6%	4.9	1.1%	-1.0%	6.6%	.	-17.1%	.	3.3%	.
36	CCOc1nc(OCC)nc(N2CCC(C)CC2)n1	-1.8%	7.5%	2.9	2.0%	4.2%	3.6%	4.0	37.1%	-8.0%	-7.8%	-4.4
37	CN1CCC(OC(=O)c2cc3cc(Br)ccc3oc2=O)CC1	3.0%	-3.8%	1.1	-3.0%	0.7%	-17.7%	-11.1	6.8%	-9.5%	12.1%	?
